# Screening results (PubChem)
# BLM helicase inh = Bloom syndrome helicase (human) inhibition | P54132 | recombinant BLM DNA unwinding, fluorescence dequenching | Potency, µM (doses to about 56.1 µM), without a hit: top-dose activity change, negative = inhibition, usual class: inhibitors | 0.2% of 350,000 active | AID 2528;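 note: potency is the fitted concentration of half-maximal effect; plate controls were vehicle for no effect and no enzyme for full effect; nearly all actives have a fitted effect of over 35% in size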
# Apoferritin bind = candidate novel general anesthetic via apoferritin binding | 0.074% of 350,000 active | apoferritin/1-aminoanthracene competitive binding, fluorescence | Potency, µM (doses to about 77.5 µM), without a hit: at the highest dose activity change, negative = displacement, hits mostly inhibitors | P02791; note: potency is the fitted concentration of half-maximal effect; % is set by controls: 0 for no effect and ±100 for the full control effect; nearly all actives have a fitted effect of over 20% in size
#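 Steps: apoferritin (10 uM) was premixed with half-saturated 1-AMA in PBS, compounds were pin-transferred, plates stood 10 min at room temperature, fluorescence was read at 380/535 nm, and curves were fitted with a Hill equation.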
# POLK inh = DNA polymerase kappa (human) inhibition | Q9UBT6 | purified Pol kappa, fluorescent DNA synthesis assay, 10 min | Potency, µM (highest dose often 107 µM), without a hit: top-dose activity, negative = inhibition, most hits filed as inhibitors | 0.53% of 400,000 active; note: potency is the fitted concentration of half-maximal effect; % is set by controls: 0 for no effect and ±100 for the full control effect
#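 Inhibition of 10 nM Pol kappa is measured by a fluorescent read-out at 0 and 10 min following addition of 50 nM substrate (final), with a 15-min room-temperature compound preincubation.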
# Pol beta inh = blocks human DNA polymerase beta activity; P06746; Pol beta primer extension/strand displacement, fluorescence kinetic; Potency, µM (highest dose often 114 µM), without a hit: at the top dose activity change, negative = inhibition, actives largely listed as inhibitors; 1.3% of 340,000 active; AID 485314; note: potency is the fitted concentration of half-maximal effect; % is set by controls: 0 for no effect and ±100 for the full control effect
#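 Reaction started by 50 nM substrate onto compound-treated Pol beta (10 nM, 15 min preincubation, room temperature); plates read at 0 min and 10 min. Normalized concentration-effect data fitted by four-parameter Hill equation.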
# RXFP1 antag = RXFP1 (human) relaxin receptor antagonism; HEK293-RXFP1, relaxin-stimulated cAMP HTRF, 30 min; active compounds read low; 0.59% of 350,000 active; activity change, negative = inhibition, % at 57.5 µM;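 active = activity change of -60% or lower, but not beyond a set lower limit; inconclusive = change between -60% and -40%, or beyond the set limit; inactive = change above -40%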; note: % is set by controls: 0 for no effect and ±100 for the full control effect
# POLI inh = blocks human DNA polymerase iota activity. Potency, µM (top dose mostly 115 µM), for inactives: at the highest dose activity, negative = inhibition, usual class: inhibitors. Pol iota fluorescent replication assay, 10 min. 1% of 390,000 active. Q9UNA4; note: potency is the fitted concentration of half-maximal effect
#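 Pol iota at 10 nM preincubated 15 min with compounds at room temperature; reaction started with fluorescent substrate, 50 nM final. Fluorescence read kinetically at 0 and 10 min; buffer-only wells as negative control.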
# PGK inhibitor = inhibitors of T. brucei phosphoglycerate kinase; P07378; PGK/GAPDH coupled, Kinase-Glo luminescence, 60 min; Potency, µM (series often up to 57.5 µM), inactives show at the highest dose activity change, negative = inhibition, hits mostly inhibitors; 0.043% of 380,000 active; note: potency is the fitted concentration of half-maximal effect; % is set by controls: 0 for no effect and ±100 for the full control effect; nearly all actives have a fitted effect of over 60% in size
#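 Recombinant glycosomal PGK reaction used 1,3-bisphosphoglycerate generated in-well by GAPDH (100nM final) in 100mM TEA pH 7.6, 5mM MgCl2, 0.01% Tween-20. After 60 minutes at room temperature, ATP was read by Kinase-Glo Plus luminescence end-point.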
# POLH inh = blocks human DNA polymerase eta activity. Q9Y253. AID 588591. 1.2% of 390,000 active. recombinant Pol eta, fluorescent DNA replication assay. Potency, µM (titrated, usually from 114 µM), for inactives: top-dose activity change, negative = inhibition, hits mostly inhibitors; note: potency is the fitted concentration of half-maximal effect; % is set by controls: 0 for no effect and ±100 for the full control effect
#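 Pol eta (10 nM) was preincubated with compounds for 15 min at room temperature, after which fluorescent replication substrate (50 nM final) was added to start the reaction. Fluorescence was read kinetically at 0 and 10 min.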
# APE1 inh = inhibitors of human APE1 endonuclease. P27695. recombinant APE1, TAMRA/BHQ-2 abasic DNA cleavage fluorescence. Potency, µM (series often up to 65.8 µM), without a hit: top-dose activity change, negative = inhibition, usual class: inhibitors. 0.35% of 350,000 active. AID 2517;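 note: potency is the fitted concentration of half-maximal effect; plate controls were vehicle for no effect and reference inhibitor for full effect; nearly all actives have a fitted effect of over 55% in size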
#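 Activity was derived from the fluorescence gain between first and third kinetic reads (60 s intervals, ex 525/em 598 nm) after 50 nM THF-abasic TAMRA/BHQ-2 duplex was added to 0.75 nM APE1 preincubated 15 min with compound.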
# * = called active by the depositor; i = inactive; u = inconclusive; x = not tested or not shown; & = joins results of further samples; [ ] = remark or other dose. Unless noted, calls come from the whole dose curve; as a rule, active = well fitted curve in the direction sought with a large enough effect; inconclusive = small, poorly fitted or top-dose-only effect, or another doubt; inactive = no such curve, though single readings can be large; an effect the other way counts as inactive or inconclusive. The list is partial (hit frequency here may not be typical).
entry	structure	BLM helicase inh	Apoferritin bind	POLK inh	Pol beta inh	RXFP1 antag	POLI inh	PGK inhibitor	POLH inh	APE1 inh
1	CCOC(=O)N1CCc2c(sc(NC(=O)c3ccc(Cl)s3)c2C(N)=O)C1	-25%	-1%	x	5%	x	x	x	x	-5%
2	CC(=O)Nc1ccc(NC(=O)c2cc(-c3ccccc3)nc3ccccc23)cc1	-10%	-12%	-12%	16%	-23	115%[activator]	3%	-9%	14%
3	CCN(CC)C(=O)C[n+]1ccc(C(N)=O)cc1	-9%	0%	9%	3%	-6	27%	-10%	12%	9%
4	O=C(NCc1ccccc1Cl)c1nnc(Cc2ccc(Cl)cc2)o1	-1%	-17%	16%	0%	-1	36%[activator]	-5%	-13%	x
5	Cc1ccc(NC(=O)CN2C(=O)CCSc3ccc(S(=O)(=O)N4CCCC4)cc32)cc1	-3%&0%	-6%&-1%	-5%	9%&-23%	15&5	76%&21%[activator]	4%&-8%	-8%&-17%	5%
6	CCOC(=O)c1sc(=S)n(-c2ccc(OC)cc2)c1N	-4%	5%	-14%	-1%	-1	54%[activator]	-9%	-8%	-4%
7	Clc1ccc(-c2nc(NCCN3CCOCC3)c3ccccc3n2)cc1	35%[activator]	u	-26%	9%	-14	2%	0%	-11%	-5%
8	Cc1cc(C(=O)Nc2ccc(Nc3ccccc3)cc2)ccc1[N+](=O)[O-]	-11%	u	-13%	4%	-14	43%[activator]	-4%	-15%	44%
9	Cc1nnc(SCC(=O)NC2CCC(C)CC2)s1 (stereo not given)	x	x	-1%	x	2	33%[activator]	-4%	-18%	2%
10	CC1CCN(C(=O)CSc2nnc(Cc3cccn3C)n2-c2ccc(F)cc2)CC1	0%	2%	10%	u	-18	23%	6%	-24%	-8%
11	COC(=O)CN1C(=O)C2(C(C#N)=C(N)Oc3ccccc32)C2=C1CC(C)(C)CC2=O (stereo not given)	0%	-11%	0%	23%	-3	0%	-9%	-17%	3%
12	O=C(NCC(=O)N1CCN(S(=O)(=O)c2ccccc2F)CC1)c1ccc(Br)o1	0%	-5%	-14%	11%	-3	14%	0%	-10%	2%
13	CCOc1cc(/C=C2/N=C(C)C(C(=O)OC)=C2O)ccc1O	-3%	-15%	-10%	3%	-18	11%	3%	-21%	-3%
14	COCCN1C(=O)c2oc3c(C)cc(C)cc3c(=O)c2C1c1cccc(O)c1 (stereo not given)	0%	-1%	-5%	0%	3	34%[activator]	-7%	-14%	-2%
15	CCC(=O)c1ccc(OCC(=O)OCC(=O)Nc2c(C)n(C)n(-c3ccccc3)c2=O)cc1	x	x	1%	x	0	16%	i	-10%	48%

# Shown with two lines to a compound: entries from further up.
# Order of results – BLM helicase inh	Apoferritin bind	POLK inh	Pol beta inh	RXFP1 antag	POLI inh	PGK inhibitor	POLH inh	APE1 inh
[9] Cc1nnc(SCC(=O)NC2CCC(C)CC2)s1 (stereo not given)
    x	x	-1%	x	2	33%[activator]	-4%	-18%	2%
[13] CCOc1cc(/C=C2/N=C(C)C(C(=O)OC)=C2O)ccc1O
    -3%	-15%	-10%	3%	-18	11%	3%	-21%	-3%
[14] COCCN1C(=O)c2oc3c(C)cc(C)cc3c(=O)c2C1c1cccc(O)c1 (stereo not given)
    0%	-1%	-5%	0%	3	34%[activator]	-7%	-14%	-2%

# Next section
entry	structure	BLM helicase inh	Apoferritin bind	POLK inh	Pol beta inh	RXFP1 antag	POLI inh	PGK inhibitor	POLH inh	APE1 inh
16	CC(=O)c1cccc(NC(=O)CCN2C(=O)C3CC=CCC3C2=O)c1 (stereo not given)	x	x	-6%	x	9	7%	-5%	-12%	42%
17	CCC(Oc1ccccc1C)C(=O)Nc1ccc(S(=O)(=O)Nc2cc(C)on2)cc1 (stereo not given)	0%	-5%	7%	21%	-5	20%	-5%	-21%	46%[activator]
18	COc1ccc(C(CC(=O)O)NC(=O)c2sc3ccccc3c2Cl)cc1 (stereo not given)	7%	2%	-14%	1%	18	30%	-5%	7%	13%
19	COc1ccc(-c2noc(-c3ccccc3C(=O)NCc3ccco3)n2)cc1OC	-1%	8%	-6%	-3%	-15	17%	2%	-1%	-1%
20	COc1ccc(/C=C2\SC(=O)N(CC(=O)Nc3cccc(C)c3)C2=O)cc1O	-8%	-3%	-20%	-16%	-17	u	0%	6%	-5%
21	COc1ccc(-c2csc3ncnc(N4CCN(c5ccccc5)CC4)c23)cc1	-11%	-7%	-19%	17%	11	100%[activator]	3%	-22%	28%
22	COc1ccccc1-n1nnnc1SCC(=O)NC1CC1	x	x	8%	x	31	11%	i	-2%	6%
23	CC(C)C(=O)Nc1ccc(Sc2ccc(F)cc2)cc1	-7%	u	-5%	-11%	-4	-8%	-8%	-18%	-5%
24	COC(=O)c1ccc(N(C(=O)CNC(=O)c2ccco2)C(C(=O)NC2CCCC2)c2ccco2)cc1 (stereo not given)	-3%	-1%	-8%	1%	-3	3%	-5%	-11%	-1%
25	Cn1c(=O)c2c(SCC(=O)N3CCOCC3)nc(-c3ccccc3Cl)nc2n(C)c1=O	-1%	-9%	1%	20%	-7	15%	-9%	-8%	0%
26	O=C(Cn1c(=S)[nH]c2ccccc2c1=O)N1CCN(c2ccc(F)cc2)CC1	-6%	-19%	-6%	-21%	-6	8%	-1%	-16%	x
27	Cc1cc(Cl)ccc1NNC(N)=S	-1%	-11%	-7%	10%	1	14µM*	8%	-9%	1%
28	COc1ccc(S(=O)(=O)N2CCC(C(=O)N(CC(C)C)C3CCS(=O)(=O)C3)CC2)cc1OC (stereo not given)	x	x	1%	x	-28	24%	-3%	-1%	17%
29	S=c1[nH]nc(-c2ccco2)n1/N=C/c1c(Cl)cccc1Cl	-2%	3%	9%	-7%	-10	-13%	-8%	-17%	-3%
30	O=C(C1CCC1)N1CCN(c2ccccc2)CC1	0%	-12%	-3%	12%	4	38%[activator]	i	-9%	14%
31	Cn1c(=O)c2c(nc(N3CCN(Cc4ccccc4)CC3)n2CC(=O)c2ccccc2)n(C)c1=O	x	x	-12%	x	-2	4%[58.9 µM]	-8%	-10%	x
32	CCN(CCNC(=O)C1CCN(Cc2nc(-c3cccc(Cl)c3)oc2C)CC1)c1ccccc1	-8%	-10%	1%	5%	u	-12%	i	-23%	-3%
33	CC(C)[C@H](NC(=O)c1ccccc1)C(=O)Nc1ccc2c(c1)OCO2	x	x	-3%	x	-2	23%	-10%	-11%	-9%
34	CCOc1ccc(-n2c(O)c(/C=N/c3ccnn3Cc3ccncc3)c3ccccc3c2=O)cc1	3%	6%	-15%	11%	-1	-4%	8%	u	-5%
35	O=C(NCc1cccc(C(F)(F)F)c1)c1ccc[nH]1	-4%	-2%	6%[60.1 µM]	19%	5	18%	-9%	-15%	17%
36	CN1CCc2ccccc2Cc2[nH]c3ccccc3c2CC1	-3%	x	-7%[60.1 µM]	7%[57.1 µM]	x	37%[activator]	-2%	-5%	6%&-2%&0%
37	CCOc1ccc(-c2csc(-c3c(N)c(C(=O)c4ccc5c(c4)OCO5)n4ccccc34)n2)cc1	-2%	16%	3%	22%	-7	18%	x	x	x
38	COc1ccc(/C=C/C(=O)Nc2ccc(-n3nncc3-c3ccc(OC)c(OC)c3)cc2)cc1OC	-3%	10%	-7%	-15%	14	20%	-9%	u	-1%
39	C=CCNC(=O)Nc1cc(Cl)ccc1OC	-3%	-7%	7%[60.1 µM]	100%	-7	8%	i	-19%	-8%
40	CCCCC(=O)Nc1ccc2nc(SCC(=O)N3CCOCC3)sc2c1	0%	-9%	3%	4%	-16	14%	-8%	-12%	x
41	COc1ccc(C(=O)NC(=S)Nc2nc(C)cc(C)n2)cc1Br	-2%	1%	1%	-1%	-12	u	-9%	9%	u
42	COc1cccc(N2CCN(C(=O)c3[nH]c(C)c(C(C)=O)c3C)CC2)c1	0%	-8%	-6%	43%	9	14%	-2%	2%	-4%
43	CCOc1ccc(NC(=O)CCc2ccc(C)o2)cc1	2%	-12%	-11%	19%	-9	15%	1%	-9%	44%
44	COc1cccc(C(=O)Oc2ccc3c(C)cc(=O)oc3c2C(C)=O)c1	-10%	-4%	-13%	12%	-5	139%[activator]	-2%	-11%	1%
45	Cc1ccc2c(c1)N(CC(=O)NC1CCC(C)CC1)C(=O)c1cccnc1O2 (stereo not given)	-1%	u	0%	0%	1	2%	-1%	-13%	-4%
46	COc1ccc(CCCc2nnc(SCC(=O)Nc3cc(C)ccc3C)o2)cc1	-4%&-8%	6%&2%	-12%&-12%	-6%&-2%	-13&-8	0%&0%	-10%	-8%&-11%	1%
47	Cc1cc[n+](C2=C([O-])c3ccccc3C(=O)/C2=N\S(=O)(=O)c2cccs2)cc1C	-11%	2%	-11%	23%	5	-26%	1%	-3%	10%
48	COc1ccccc1C(=O)Nc1ccc(OC(C)C(=O)N2CCOCC2)cc1 (stereo not given)	x	x	-1%	x	2	-10%	-2%	-16%	-8%
49	Cc1ccc(NC(=O)c2cc3nc(C)cc(C)n3n2)cc1	-1%	-20%	-9%	0%	8	24%	7%	-9%	2%
50	COc1ccc(/C=C/C(=O)c2c(O)cc(C)oc2=O)c(OC)c1	-3%	-17%	4%	31%	1	u	-7%	-7%	-2%
51	CCN(C(=O)CN1CCN(c2ccccc2OC)CC1)c1c(N)n(Cc2ccccc2)c(=O)[nH]c1=O	2%	10%	-5%	1%	4	41%	3%	-8%	14%
52	NC(=O)NOCc1ccc(F)cc1Cl	1%	-17%	-8%	2%	9	14%	-4%	-18%	-4%
53	COc1cc(C2C(C(=O)c3ccc(C)o3)=C(O)C(=O)N2CCc2ccccc2)ccc1O (stereo not given)	-2%	u	-6%	24%	1	35%[activator]	i	-9%	-1%
54	O=C(c1ccccc1)C1C(=O)c2ccccc2C1=O	1%	-16%	1%	24%	4	26%	-10%	-3%	-4%
55	CCCn1cc(CN2CCC(n3nccc3NC(=O)C(OC)c3ccccc3)CC2)c(C)n1 (stereo not given)	0%	-9%	-9%	11%	23	8%	6%	5%	-16%
56	CCONC(=O)Nc1ccccc1	1%	-2%	-14%	5%	2	-3%	-2%	-12%	7%
57	O=C(Nc1cccc(Cl)c1)c1ccccc1	x	x	-3%	x	x	23%	7%	-7%	-6%
